# Screening data: PubChem BioAssay, National Center for Advancing Translational Sciences (NCATS)
# Fluorescein fluor = fluorescein region autofluorescence. hit rate 0.91% among 59,000. AID 593. Compound autofluorescence, 480/540 nm, fluorescein-equivalent; active compounds read high. max fluorescein-equivalent concentration, M; in the data active means max fluorescein-equivalent concentration above about 10 nM; inconclusive means between about 1.1 nM and that limit
#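 Library compounds, added at multiple concentrations to pH 8.0 Tris buffer (100 mM), incubate 15 min at room temperature before CCD imaging at 480 nm excitation and 540 nm emission.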
# Casp7 inh = caspase-7 (human) inhibition, allosteric or competitive. P55210. recombinant caspase-7, Ac-DEVD-AFC fluorescence rate. Potency, µM (highest dose often 57.5 µM), without a hit: top-dose activity change, negative = inhibition, most hits filed as inhibitors. hit rate 0.02% among 75,000; active means well fitted inhibition curve with a large enough effect in the main read-out, with a control signal flat, not every such curve was filed as active; inconclusive means small, poorly fitted or top-dose-only effect, or a change in a side signal; further: potency means the concentration at half of the fitted maximal effect; % of control where 0% means no effect
# USP2a inhib = blocks human ubiquitin-specific protease USP2a; O75604; USP2a enzymatic assay, qHTS inhibition; Potency, µM (series often up to 38.3 µM), for the others: top-dose activity change, negative = inhibition, hits mostly inhibitors; hit rate 0.1% among 60,000; AID 927;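 further: potency means the concentration at half of the fitted maximal effect; nearly all actives have a fitted effect of over 60% in size; plate controls were DMSO for no effect and NEM full inhibition control for full effect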
# Target sequence (O75604 whole entry, looked up): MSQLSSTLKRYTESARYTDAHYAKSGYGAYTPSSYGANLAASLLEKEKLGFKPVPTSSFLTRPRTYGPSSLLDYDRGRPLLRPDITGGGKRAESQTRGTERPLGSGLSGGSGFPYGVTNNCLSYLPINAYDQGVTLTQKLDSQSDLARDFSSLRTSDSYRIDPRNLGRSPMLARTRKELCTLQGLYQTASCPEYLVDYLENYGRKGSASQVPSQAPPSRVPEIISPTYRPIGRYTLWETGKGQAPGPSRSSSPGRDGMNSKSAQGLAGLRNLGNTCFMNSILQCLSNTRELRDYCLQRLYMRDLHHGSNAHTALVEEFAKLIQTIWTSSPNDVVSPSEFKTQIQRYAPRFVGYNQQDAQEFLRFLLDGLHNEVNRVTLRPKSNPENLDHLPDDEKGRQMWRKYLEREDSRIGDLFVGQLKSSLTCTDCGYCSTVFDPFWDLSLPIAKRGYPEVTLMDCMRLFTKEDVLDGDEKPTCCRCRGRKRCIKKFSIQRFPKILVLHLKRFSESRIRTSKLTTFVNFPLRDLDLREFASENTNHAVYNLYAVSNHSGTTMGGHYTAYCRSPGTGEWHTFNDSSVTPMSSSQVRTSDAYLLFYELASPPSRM
#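 USP2 core (20nM final) preincubated 30 min RT with compound, then Ub-PLA2 20nM and NBD C6-HPC 20uM final added; buffer 20mM Tris-HCl pH 8.0, 2mM CaCl2. Fluorescence Ex 460/Em 535 read at 0 and 2.5 h; normalized to NEM.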
# Texas Red fluor = compound fluoresces in the Texas Red spectral region. max dye-equivalent concentration, M. Compound fluorescence, Texas Red channel, 547/618 nm; active compounds read high. hit rate 0.06% among 59,000; in the data active means max dye-equivalent concentration above about 10 nM; inconclusive means between about 1.1 nM and that limit
#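 Texas Red-region profiling: compounds in 100 mM Tris pH 8.0 were read at 547/618 nm after 15 min at room temperature. Intensities were normalized against a six-point Texas Red standard series to give dye-equivalent concentration.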
# ERK AVP inh = inhibitors of vasopressin-stimulated ERK signaling pathway | HEK293-V1b, vasopressin-stimulated pERK AlphaScreen | Potency, µM (titrated, usually from 57.5 µM), without a hit: top-dose activity, negative = inhibition, actives largely listed as inhibitors | hit rate 0.99% among 72,000 | AID 995; further: potency means the concentration at half of the fitted maximal effect; on the % scale 0 is the no-effect control and ±100 the full control effect; nearly all actives have a fitted effect of over 55% in size
#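 qHTS, compounds titrated on V1b-expressing HEK293 cells. Preincubation 30 min at 37C, vasopressin 25 nM for 5 min, lysis 10 min, bead incubation 5 hr at room temperature.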
# Caspase-1 inhib = blocks human caspase-1 allosterically or competitively | hit rate 0.03% among 75,000 | AID 900 | Caspase-1 enzyme, Ac-WEHD-AFC fluorogenic rate | Potency, µM (titrated, usually from 57.5 µM), for the others: at the top dose activity change, negative = inhibition, usual class: inhibitors | P29466;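 further: potency means the concentration at half of the fitted maximal effect; plate controls were vehicle for no effect and no substrate for full effect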
# Target sequence (P29466 120-297 limits assumed): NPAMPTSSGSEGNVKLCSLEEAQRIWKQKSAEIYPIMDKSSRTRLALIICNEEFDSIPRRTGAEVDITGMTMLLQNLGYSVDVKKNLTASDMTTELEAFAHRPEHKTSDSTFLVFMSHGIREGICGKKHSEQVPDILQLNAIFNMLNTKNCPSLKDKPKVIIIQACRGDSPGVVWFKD
# Target sequence (P29466 317-404 limits assumed): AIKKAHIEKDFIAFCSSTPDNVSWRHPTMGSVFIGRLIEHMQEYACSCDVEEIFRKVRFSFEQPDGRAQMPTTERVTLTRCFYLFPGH
# HADH2 inhib = inhibitors of human HADH2 dehydrogenase. Q99714. recombinant HADH2, NADH fluorescence, beta-hydroxybutyryl-CoA. Potency, µM (doses to about 57.1 µM), for inactives: at the top dose activity change, negative = inhibition, usual class: inhibitors. hit rate 3.4% among 73,000. AID 886; further: potency means the concentration at half of the fitted maximal effect; on the % scale 0 is the no-effect control and ±100 the full control effect; nearly all actives have a fitted effect of over 60% in size; many of its hits are not listed in these tables
#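 Buffer 100 mM Tris-HCl pH 9.0/0.01% Tween-20; HADH2 20 nM; NAD+ 1 mM; beta-hydroxybutyryl-CoA 90 uM (all final). 15 min cpd preincubation, RT.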
# HEK293 cAMP cs = parental HEK293 cAMP activation (counter-screen) | hit rate 2.5% among 73,000 | parental HEK293 CNG cAMP sensor, membrane potential fluorescence | Potency, µM (titrated, usually from 57.1 µM), for inactives: at the top dose activation, most hits filed as activators; further: potency means the concentration at half of the fitted maximal effect; % of control where 0% means no effect; nearly all actives have a fitted effect of over 55% in size
#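 Counterscreen for endogenous-receptor signalling: CNG-channel HEK 293 cells report cAMP rise by membrane depolarization. After 60 min dye equilibration with 100 uM RO 20-1724, compounds incubated 30 min before bottom-read fluorescence at 590 nm.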
# Luciferase inh = inhibitors of firefly luciferase; P08659; Potency, µM (doses to about 57.1 µM), for inactives: at the top dose activity change, negative = inhibition, most hits filed as inhibitors; hit rate 2.2% among 72,000; purified firefly luciferase, luminescence, 8 min; further: potency means the concentration at half of the fitted maximal effect; on the % scale 0 is the no-effect control and ±100 the full control effect; nearly all actives have a fitted effect of over 40% in size
#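 Substrate buffer containing 10 uM ATP (pH 7.2 imidazole, Mg2+, KCl, detergent, BSA) is dispensed, compound pinned in, then luciferase/luciferin detector mix added. After 8 min at ambient temperature, light output is measured.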
# Tau fil binding = binds recombinant human tau filaments; Potency, µM (series often up to 57.1 µM), for inactives: top-dose activity change, negative = inhibition; hit rate 2% among 71,000; recombinant tau filaments, thioflavin S fluorescence, 15 h; filaments grown with octadecylsulfate alongside compound; AID 596; P10636;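 further: potency means the concentration at half of the fitted maximal effect; on the % scale 0 is the no-effect control and ±100 the full control effect; actives lower thioflavin S fluorescence by blocking filaments or displacing dye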
#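 Tau 2 uM in ThS buffer dispensed; compound added; 60 uM ODS added (finals 1 uM tau, 30 uM ODS); 15 h 37 C; fluor ex450/em510.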
# Rhodamine fluor = compound autofluorescence in rhodamine spectral region; Rhodamine-region fluorescence, 547/598 nm, Tris buffer; active compounds read high; max dye-equivalent concentration, M; hit rate 0.05% among 59,000; AID 594; in the data active means max dye-equivalent concentration above about 11 nM; inconclusive means between about 1.1 nM and that limit
#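 Intrinsic compound fluorescence, ex 547 / em 598 nm, CCD imager. Tris 100 mM pH 8.0; 15 min RT. Output = rhodamine dye-equivalent concentration at each compound concentration.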
# Active calls of the source: *; i = inactive; ? = inconclusive; / = no result given; [ ] = dose if it differs, or a comment. Unless noted, the call rests on the fitted dose curve; in most records, active means well fitted curve in the direction sought with a large enough effect; inconclusive means small, poorly fitted or top-dose-only effect, or another doubt; inactive means no such curve, though single readings can be large; an effect the other way counts as inactive or inconclusive.
SMILES,Fluorescein fluor,Casp7 inh,USP2a inhib,Texas Red fluor,ERK AVP inh,Caspase-1 inhib,HADH2 inhib,HEK293 cAMP cs,Luciferase inh,Tau fil binding,Rhodamine fluor
CN(C)S(=O)(=O)c1ccc(C(=O)Nc2ccc(Cl)cc2)cc1,/,0%,/,/,/,-4%,38%[activator],21%,-12%,6%,/
ICCc1ccccc1,/,-3%,/,/,44%,?,?,-18%,/,2%,/
N[C@H]1[C@@H](C(=O)O)[C@H]2C=C[C@H]1C2,?,2%[11.5 µM],/,i,3%[11.5 µM],-2%[11.5 µM],8%[11.4 µM],-1%[11.4 µM],3%[11.4 µM],-2%[11.4 µM],i
COc1cccc(C(=O)Nc2c(C)n[nH]c2C)c1,?,0%,3%,i,-6%,0%,2%,4%,4%,3%,i
O=C(O)c1ccccc1-c1ccccc1C(=O)NCc1ccco1,?,0%,-1%,i,-24%,-1%,0%,2%,0%,-6%,i
CC(C)(CNCC(O)c1ccccc1)N1CCOCC1 (configuration not stated),i,0%,-2%,i,-25%,1%,-3%,6%,2%,2%,i
Cc1cccc(N2CCN(C(=O)C34CC5CC(CC(C5)C3)C4)CC2)c1C,?,-13%,-12%,i,2%,1%,-1%,22%,4%,-8%,i
Cc1cc(C)nc(SCC2COc3ccccc3O2)n1 (configuration not stated),/,-1%,2%,/,6%,-1%,4%,28%,1%,2%,/
CCc1cc2c(nc1CC)CCN(CC/C(C)=N/O[C@@H](C)CN1CCCc3nc(C)c(C)cc31)C2,/,-10%[11.5 µM],/,/,19%[11.5 µM],-2%[11.5 µM],5%[11.4 µM],30%[11.4 µM],0%[11.4 µM],/,/
CC(=O)Nc1cccc(O)c1,/,1%,-4%,/,-12%,2%,1%,22%,/,-10%,/
O=C(Nc1ccccc1C1CC1)c1cccs1,/,-1%,-2%,/,-19%,-3%,31%[activator],15%,1%,20%,/
O=C(Nc1ccc2c(c1)OCO2)C1CCN(S(=O)(=O)Cc2ccccc2)CC1,i,/,10%,i,-19%,-2%,14%,-8%,2%,-17%,i
CCOC(=O)c1[nH]c2ccccc2c1NC(=O)c1cc(OC)c(OC)c(OC)c1,i,0%,24%,i,-25%,-3%,-3%,-7%,0%,-3%,i
COc1cc(C(c2sc3ncnn3c2O)N2CCN(c3ccccc3F)CC2)cc(OC)c1OC (configuration not stated),/,-2%,/,/,/,-6%,4%,3%,1%,231%,/
C=CCN1C(=O)CS/C1=C(\C#N)S(=O)(=O)c1ccc(C)cc1,?,0%,17%,i,?,-1%,16µM*,-10%,0%,16µM*,i
Cc1ccc(C(=O)N2CCCC(c3nc4c(nnn4Cc4ccccc4)c(=O)[nH]3)C2)cc1 (configuration not stated),i,-15%,25%,?,-10%,-2%,5%,25µM*,1%,32%,i
CCOc1ccc(-c2nc(CSCC(=O)NCCN3CCOCC3)c(C)o2)cc1,i,0%,-14%,i,24%,0%,-16%,9%,-5%,-6%,i
CSc1cccc(-n2cc(-c3ccc4c(c3)OCO4)[nH]c2=O)c1,i,-2%,45%[activator],i,-13%,-4%,11%,2%,-28%,-30%,i
Cc1nc(NCCN2CCOCC2)c2nnn(Cc3c(F)cccc3Cl)c2n1,i,0%,1%,i,-22%,-2%,-2%,18%,-1%,-7%,i
COC(=O)[C@@H]1CC[C@H](C)[C@@H](c2ccc(C)cc2)N1C(=O)c1ccc(/C=N\OC[C@@H]2O[C@H](c3ccccc3)C=C[C@@H]2Oc2ccc(OC)cc2)cc1,/,-2%[11.5 µM],/,/,19%[11.5 µM],1%[11.5 µM],-10%[11.4 µM],2%[11.4 µM],0%[11.4 µM],/,/
Cc1ccccc1OCCCC(=O)Nc1ccc(N2CCOCC2)cc1,/,1%,31%[activator][7.66 µM],/,-20%,-2%,-10%[11.4 µM],22%[11.4 µM],1%,3.2µM*,/
O=C1CCCc2nn(-c3ccccc3)c(-c3ccncc3)c21,?,1%,-5%,i,-18%,-3%,2%,7%,2%,-41%,i
CCCc1nnc(NC(=O)c2c(O)c3cccc4c3n(c2=O)CC4)s1,?,0%,7%,?,-4%,4%,-3%,2%,0%,-6%,i
O=C(Nc1ccccc1)N1CCC2(CC1)CCN(C(=O)c1csnn1)CC2,?,-3%,-22%,i,-20%,-1%,-28%,28%,0%[11.4 µM],13%,i
Cc1cc(NC(=O)CSc2nc3c(c(=O)n2-c2ccc(Br)cc2)SCC3)no1,?,-2%,3%,i,27%,3%,6%,27%,-10%,1%,i

# Additional compounds.
SMILES,Fluorescein fluor,Casp7 inh,USP2a inhib,Texas Red fluor,ERK AVP inh,Caspase-1 inhib,HADH2 inhib,HEK293 cAMP cs,Luciferase inh,Tau fil binding,Rhodamine fluor
CCCCC(CC)CNC(=O)C1CCCN(S(=O)(=O)c2cnc[nH]2)C1 (configuration not stated),/,-2%,/,/,-16%,1%,1%,6%,1%,2%,/
COc1ccc(NC(=O)CN(c2ccc(C(C)C)cc2)S(=O)(=O)c2c(C)noc2C)cc1OC,/,-2%,/,/,8%,4%,5%,-4%,-1%,304%,/
O=C(OCC(CO)OC(CO)n1ccc(=O)[nH]c1=O)c1ccccc1 (configuration not stated),i,2%,-2%,?,13%,2%,5%,3%,0%,10%,i
O=C(CSc1nc2cc(Cl)ccc2o1)c1cccs1,?,-2%,-12%,?,83%[activator],-2%,?,?,3%,-13%,i
O=C(CCN1C(=O)c2ccccc2C1=O)N1CCC(c2ccccc2)C1 (configuration not stated),i,-1%,16%,?,?,0%,3%,6%,0%,-10%,i
CS(=O)(=O)N(Cc1ccccc1)c1ccccc1C(=O)O,/,1%,-4%,/,10%,0%,10%,17%,1%,-5%,/
Cc1ccc(CNC(=O)CS(=O)Cc2nc(-c3cccs3)oc2C)cc1 (configuration not stated),/,-4%,/,/,-27%,-1%,?,8%,-6%,4%,/
O=C(Nc1ccc(Br)cc1F)C1CCCN(S(=O)(=O)c2cnc[nH]2)C1 (configuration not stated),/,-2%,/,/,-9%,-1%,7%,9%,0%,-10%,/
CCCS(=O)(=O)N1CCN(Cc2ccncc2)CC1,?,1%,-5%,i,30%,-1%,-2%,-3%,3%,3%,i
O=C(C1CCCCC1)N1CCC(n2nnc3ccccc32)CC1,i,-2%,36%[activator],i,6%,-1%,3%,13%,1%,0%,i
COc1ccccc1-c1nnc(SCC(=O)N2CCOCC2)o1,/,-1%,/,/,-12%,-2%,3%,-1%,-11%,2%,/
O=C(CSc1ncnc2c1oc1ccccc12)Nc1ccc2c(c1)OCCO2,i,-4%,22%,?,-4%,-3%,10%,?,1%,190%,i
O=C(NCc1cccnc1)c1ccccc1Br,/,1%,0%,/,-11%,-1%,-1%,?,-1%,1%,/
O=C(COC(=O)c1ccccc1S(=O)(=O)N1CCCCC1)NCC(F)(F)F,i,0%,-6%,i,25%,-1%,-9%,?,-3%,0%,i
Cc1c(NC(=O)OCCNC(=O)Nc2ccccc2)sc(=S)n1C,i,4%,-1%,i,31%,-3%,?,?,-3%,2%,i

# Some of the compounds tested. The share of hits here may be higher or lower than overall.
